High-throughput results deposited in PubChem by National Center for Advancing Translational Sciences (NCATS).
KB-V1 MDR tox = kills drug-selected multidrug resistant KB-V1 cells. KB-V1 MDR cells viability, CellTiter-Glo, 72 h. Potency, µM (series often up to 46.1 µM), for the others: at the highest dose activity change, negative = cytotoxicity, most hits filed as cytotoxic. hit rate 3.4% among 400,000; also: potency is read from the fitted curve at half-maximal effect; % is scaled to controls: 0 for no effect and ±100 for the full control effect; nearly all actives have a fitted effect of over 60% in size
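qHTS viability screen in drug-selected KB-V1 MDR cells: 72 h compound treatment at 37 degrees C, ATP luminescence end point.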
HEK293 tox = cytotoxic in the GLP-1 receptor inverse agonist counter-screen; HEK293 cAMP-luciferase reporter cells, luminescence, 24 h; Potency, µM (series often up to 38.3 µM), for the others: at the highest dose activity change, negative = inhibition, most hits filed as inhibitors; hit rate 0.13% among 410,000; AID 624418;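 also: loss of luciferase light is scored as toxicity; potency is read from the fitted curve at half-maximal effect; % is scaled to controls: 0 for no effect and ±100 for the full control effect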
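Cells in DMEM/10% Nu serum/1% pen-strep, 1536-well format. Pre-incubated 12 h, dosed with 23 nL compound, incubated a further 24 h. Luciferase detection, 12 min at room temp, luminescence.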
HT1080NT lethal = kills 2HG-producing HT-1080-NT fibrosarcoma cells | AID 686970 | HT-1080-NT fibrosarcoma viability, CellTiter-Glo ATP luminescence, 48 h | Potency, µM (doses to about 46.1 µM), without a hit: at the highest dose activity, negative = less viability, most hits filed as cytotoxic | hit rate 1.6% among 360,000;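 also: NT is the 2HG producing partner of a matched IDH1 knockdown line; potency is read from the fitted curve at half-maximal effect; 0% = DMSO-treated cells and -100% = media-only wells without cells; nearly all actives have a fitted effect of over 55% in size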
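Toxicity toward the 2HG-producing NT line was scored as %Activity, normalised to DMSO and no-cell wells, from CellTiter-Glo luminescence after 48 hours' treatment.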
KB-3-1 tox = kills parental KB-3-1 adenocarcinoma cells; KB-3-1 viability, CellTiter-Glo ATP luminescence, 72 h; AID 1347075; hit rate 1.4% among 400,000; Potency, µM (highest dose often 46.1 µM), for the others: at the top dose activity change, negative = cytotoxic, hits mostly cytotoxic; also: potency is read from the fitted curve at half-maximal effect; % is scaled to controls: 0 for no effect and ±100 for the full control effect; nearly all actives have a fitted effect of over 60% in size
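Cytotoxicity measured as CellTiter-Glo luminescence after 72 h at 37 C. Compound titrations were pinned onto drug-naive KB-3-1 parental adenocarcinoma cells grown in DMEM with 10% FBS, and normalized data fitted to concentration-response curves.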
IL-1B inflam inh = blocks inflammasome-driven IL-1 beta release; AID 743279; THP-1 LPS/ATP IL-1B secretion, AlphaLISA, 16 h; hits give low values; hit rate 4.7% among 360,000; activity change, % at 57.5 µM; in the data active = activity change below about -50%; inconclusive = mostly about -30% to -49%; also: % is scaled to controls: 0 for no effect and ±100 for the full control effect
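THP-1 cells pretreated 1 hr with compounds (up to 57.5 uM final), then stimulated with LPS (250 ng/mL final) plus ATP (1.25 mM final); secreted IL-1B measured by AlphaLISA after 16 hr, decreased signal indicating inhibition.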
D3 ag = agonists of human D3 dopamine receptor; P35462; D3R DiscoveRx beta-arrestin cells, luminescence, 90 min; max activation, %; hit rate 0.58% among 410,000; AID 652048; in the data active = max activation above about 30%; also: 0% is about no effect; mostly tested at two doses, the higher about 12 µM
Target sequence (P35462 whole entry, looked up): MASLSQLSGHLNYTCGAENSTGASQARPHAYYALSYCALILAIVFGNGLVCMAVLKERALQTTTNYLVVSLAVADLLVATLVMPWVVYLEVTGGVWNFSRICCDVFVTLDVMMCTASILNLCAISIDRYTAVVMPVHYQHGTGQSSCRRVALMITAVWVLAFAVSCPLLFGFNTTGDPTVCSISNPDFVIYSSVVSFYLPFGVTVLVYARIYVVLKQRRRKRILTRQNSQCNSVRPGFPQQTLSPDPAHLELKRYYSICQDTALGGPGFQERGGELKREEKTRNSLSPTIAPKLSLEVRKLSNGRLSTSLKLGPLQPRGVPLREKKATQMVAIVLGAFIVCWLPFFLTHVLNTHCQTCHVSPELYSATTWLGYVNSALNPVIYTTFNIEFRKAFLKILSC
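Agonist mode: compounds and dopamine controls were applied to plated cells for 90 min at 37 degrees C after an overnight attachment at 1500 cells/well. Luminescent read-out followed 30 - 60 minutes at room temperature with DiscoveRx detection reagent.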
SW480 rerep = induces DNA re-replication in SW480 colon adenocarcinoma cells | SW480 DNA re-replication, Hoechst DNA content imaging, 48 h | Potency, µM (titrated, usually from 46.1 µM), inactives show at the top dose re-replication activation, actives largely listed as activators | hit rate 1.8% among 340,000; also: potency is read from the fitted curve at half-maximal effect; % of control where 0% means no effect; nearly all actives have a fitted effect of over 55% in size
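Cells (250 per well) received 23 nL compound or DMSO by pin tool and were kept 48 hr at 37 C, 5% CO2. Nuclei were then stained with Hoechst for 40 min and scanned for DNA content.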
HT1080 IDH1KD tx = kills HT-1080 cells with IDH1 knockdown; Potency, µM (titrated, usually from 46.1 µM), inactives show top-dose activity, negative = toxicity, usual class: cytotoxic; hit rate 2% among 360,000; HT-1080 IDH1 knockdown viability, ATP luminescence, 48 h;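 also: potency is read from the fitted curve at half-maximal effect; 0% = DMSO wells and -100% = cell-free medium wells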
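HT-1080-IDH1KD cells (IDH1 knocked down), 750/well in RPMI with 5% FBS, treated with compound 48 h at 37 degrees C. Viability by CellTiter-Glo luminescence, normalised to DMSO and no-cell wells; concentration-response curves classed.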
MCF10A rerep = inducers of DNA re-replication in MCF 10A breast cells; MCF 10A DNA re-replication, Hoechst nuclear intensity, 48 h; Potency, µM (top dose mostly 46.1 µM), inactives show at the top dose activity, positive = re-replication, usual class: activators; hit rate 2.9% among 350,000; AID 624296; also: potency is read from the fitted curve at half-maximal effect; % of control where 0% means no effect; nearly all actives have a fitted effect of over 50% in size
* marks the source's active call; other numbers are inactive results; ? = inconclusive; . = not tested or not shown; [ ] = another dose, or the depositor's remark. Unless noted, calls follow the shape of the dose curve; as a rule, active = well fitted curve in the direction sought with a large enough effect; inconclusive = small, poorly fitted or top-dose-only effect, or another doubt; inactive = no such curve, though single readings can be large; an effect the other way counts as inactive or inconclusive.

Below each compound – KB-V1 MDR tox | HEK293 tox | HT1080NT lethal | KB-3-1 tox | IL-1B inflam inh | D3 ag | SW480 rerep | HT1080 IDH1KD tx | MCF10A rerep
COc1ccc(NC(=O)C2CCN(C(=O)Nc3ccccc3)CC2)cc1S(=O)(=O)N(C)C
→ -1% | -7% | 0% | -2% | -1 | -22 | -2% | 9% | 1%
CC(C)(C)OC(=O)N1CCCN(C(=O)Nc2ccc(C(F)(F)F)cc2)CC1
→ 1% | 1% | -16% | ? | 20 | -8 | 3% | -5% | 6%
COC(=O)CCC(=O)OC1(C)C(=O)C=C2C=C(C3CC3)N(C3CC3)C=C2C1=O (stereo unspecified)
→ 3% | -19% | -19% | 29% | 50 | 9 | -7% | 3% | -2%
COc1cccc(OCC(=O)NC2CCCCC2)c1
→ -2% | -2% | 2% | -5% | 0 | 3 | 1% | 1% | 3%
COc1ccc2nc(NC(=O)C3CCCN3S(=O)(=O)c3ccc(C)cc3)sc2c1 (stereo unspecified)
→ 18µM* | -1% | -10% | -21% | -23 | 0 | 5% | -1%[9.24 µM] | 15%
CSCCC(NS(=O)(=O)c1cc(C(=O)O)ccc1Cl)C(=O)O (stereo unspecified)
→ 3% | -5% | -1% | 0% | 6 | -1 | -2% | -2% | 13%
COc1ccc(C2=Nn3c([n+](C)c4ccccc43)SC2)cc1
→ -9% | -16% | ? | 2.6µM* | -16 | -2 | 6% | ? | ?
COCCCNC(=O)c1cccn2c(=O)c3cc4ccccc4cc3nc12
→ 4.1µM* | -9% | -8% | -3% | -86* | 9 | ? | ? | 13µM*
COc1cccc(NC(=O)c2nn(C34CC5CC(CC(C5)C3)C4)cc2[N+](=O)[O-])c1
→ -30% | -3% | 2% | -16% | ? | -9 | 17% | -1% | 19%
Cc1cc(O)c(/C=N/OCc2ccc(Cl)cc2Cl)c(=O)o1
→ -26% | -2% | -20% | ? | -12 | -5 | ? | -10% | -34%[inhibitor]
CCCCc1nnc(NC(=O)C=C(C)C)s1
→ -12% | -10% | 1% | -1% | 3 | -3 | -6% | -8% | 0%
COc1ccccc1C(=O)NNC(=O)C(=O)N1CCCCC1
→ -7% | 5% | 10% | -14% | 11 | -10 | 1% | 0% | -1%
O=C(C(=O)N1CCN(C/C=C/c2ccccc2)CC1)c1ccccc1
→ ? | 1% | -14% | -27% | 1 | 4 | . | 2% | .
O=C(NCCc1ccc(Cl)cc1)C1CCN(S(=O)(=O)N2CCCC2)CC1
→ -4% | 8% | -2% | -6% | -1 | 1 | 0% | 4% | 2%
CCn1cc(C(=O)O)c(=O)c2cc(F)c(N3CCN(C(=O)Nc4ccccc4)CC3)cc21
→ 12% | -7% | 1%[9.24 µM] | -6% | ? | -5 | 0% | -8% | 13%
Cc1cccc(NS(=O)(=O)c2ccc(C)c(C(=O)NCc3ccncc3)c2)c1
→ 0% | 4% | 0% | -1% | -3 | -5 | 105% | -7% | 26%
CCOCC(=O)Nc1cc(C(=O)Nc2cccc(C)c2C)ccc1Cl
→ -13% | -15% | 6% | 0% | 16 | 1 | -22% | 0% | -7%
Cc1ccc(/C(O)=C/c2nc3ccccc3oc2=O)cc1
→ 6% | 3% | -12% | -1% | . | 11 | ? | 23µM* | ?
CC1CCCN1CC#CC(O)(c1ccccc1)c1ccccc1 (stereo unspecified)
→ -22% | 19% | 6% | -3% | . | -19 | 27% | -4% | ?
COc1ccc(S(=O)(=O)Nc2cccc(-n3cnnn3)c2)cc1OC
→ 1% | 7% | 6% | -8% | 26 | -1 | -21% | -1% | 0%

Single records, as listed above:
COc1ccc(NC(=O)C2CCN(C(=O)Nc3ccccc3)CC2)cc1S(=O)(=O)N(C)C as listed: KB-V1 MDR tox: -1%; HEK293 tox: -7%; HT1080NT lethal: 0%; KB-3-1 tox: -2%; IL-1B inflam inh: -1; D3 ag: -22; SW480 rerep: -2%; HT1080 IDH1KD tx: 9%; MCF10A rerep: 1%
CCOCC(=O)Nc1cc(C(=O)Nc2cccc(C)c2C)ccc1Cl as listed: KB-V1 MDR tox: -13%; HEK293 tox: -15%; HT1080NT lethal: 6%; KB-3-1 tox: 0%; IL-1B inflam inh: 16; D3 ag: 1; SW480 rerep: -22%; HT1080 IDH1KD tx: 0%; MCF10A rerep: -7%

Carrying on.
Below each compound – KB-V1 MDR tox | HEK293 tox | HT1080NT lethal | KB-3-1 tox | IL-1B inflam inh | D3 ag | SW480 rerep | HT1080 IDH1KD tx | MCF10A rerep
CC(=O)c1ccc(NC(=S)N2CCCC2)cc1
→ ? | -4% | 9% | 3% | 20 | 3 | 3% | 0% | -1%
Cc1ccc(Cc2c(C(C)(C)C)nc3ccc(Br)cn23)cc1
→ 10% | -8% | -1% | 0% | 7 | -2 | . | -13% | .
CN(C)c1ccc(NC(=O)CSc2n[nH]c(-c3ccncc3)n2)cc1
→ -2% | -4% | 9% | 8% | 9 | 10 | -7% | 4% | -1%
Cc1ccccc1NC(=S)NC1(C)CCS(=O)(=O)C1 (stereo unspecified)
→ 1% | 7% | 3% | 4% | 5 | 4 | -3% | 10% | 12%
O=C(CN(C(=O)CCC(=O)Nc1nccs1)c1ccc(F)cc1)NCc1ccc(F)cc1
→ -21% | 19% | 11% | 12% | -6 | -14 | -2% | 20% | 1%
CCCNC(=O)Cn1nc(-c2ccc(C)c(C)c2)c2cnc3ccc(F)cc3c21
→ 7% | 14% | . | 1% | . | -9 | . | . | .
O=C(O)c1ccc(SCc2cnc(Cl)s2)cc1
→ 7% | -10% | 12% | 8% | 3 | 2 | -9% | 13% | 3%
COc1ccccc1N1CCN(S(=O)(=O)c2c(C)sc3ncn(CC(=O)N(C)c4ccc(C(C)C)cc4)c(=O)c23)CC1
→ 9% | -1% | . | 4% | . | 5 | . | . | .
CCOc1ccc2oc(C(=O)OCC(=O)NC(=O)NC)c(C)c2c1
→ ? | 4% | 9% | 12% | -12 | 14 | -2% | 1% | 15%
O=c1oc2ccccc2c2nccnc12
→ 24% | 7% | 1% | -1% | -9 | -28 | -3% | 0% | -24%
Cc1ccc(NC(=O)CNCc2ccccc2)c(Br)c1
→ ? | 12% | 10% | 18% | -8 | -4 | -2% | 16% | ?
C[C@H]1CN([C@@H](C)CO)C(=O)Cc2cc(NC(=O)Cc3ccccc3)ccc2O[C@H]1CN(C)C(=O)Nc1cccc2ccccc12
→ 2% | 0% | -2% | 5% | -2 | -2 | 0% | 0% | -16%
COc1ccccc1NC(=O)c1oc2ccccc2c1NC(=O)COc1cccc(C)c1
→ 0% | 7% | . | 16% | . | -14 | . | . | .
Cn1cc(S(=O)(=O)NC2CCCCCC2)c(=O)n(C)c1=O
→ 6% | 5% | 4% | 8% | 30 | 2 | -4% | 3% | 0%
COc1ccc(-n2nnnc2CNC(=O)c2ccc3ccccc3c2)cc1
→ -8% | 3% | 0% | 1% | ? | -1 | -3% | 3% | 14%
COC(=O)N1CC(C)N(C(=O)OC)CC1C (stereo unspecified)
→ 15% | -4% | -8% | -5% | 3 | 1 | -2% | 3% | 4%
Nc1nonc1-n1nnc(C(=O)N/N=C/C=C/c2ccccc2)c1CSC1=NCCS1
→ -16% | ? | ? | -12% | -90* | 5 | ? | ? | ?
COc1ccc(NC(=O)C2(C)CCN2Cc2csc3ccccc23)cc1OC (stereo unspecified)
→ -31% | -15% | -23% | -2% | -15 | 16 | . | ? | .
O=C(NC1CCCC1)c1ccc(S(=O)(=O)N2CCOCC2)cc1
→ 8% | 17% | 1% | 18% | -11 | -1 | -6% | -4% | 3%
CCOc1ccc(Br)cc1C(=O)Nc1ccc(C(=O)NCC(C)C)cc1
→ ? | 7% | -8% | ? | -13 | -13 | 9% | -3% | ?
Cc1nnc(NC2=NCCC2)o1
→ 9% | -3% | 10% | 3% | 1 | -4 | -5% | 21% | -5%
CC(=O)N1CCc2cc(S(=O)(=O)N3CC(C)CC(C)C3)ccc21 (stereo unspecified)
→ -19% | -17% | -2% | -10% | 27 | 3 | 6% | 0% | 0%
CC(=O)c1cc2c(cc1NS(=O)(=O)c1ccc(C)cc1)OCO2
→ ? | -23% | -28% | -16% | 3 | -3 | ? | ? | ?
CCOC(=O)c1ccc(N2C(=O)c3n[nH]c(-c4cccs4)c3C2c2ccc(OCC)cc2)cc1 (stereo unspecified)
→ ? | -15% | . | ? | . | 0 | . | . | .
CCc1nc(-c2ccccc2O)n(-c2ccccc2)n1
→ -27% | -3% | -9% | 6% | 13 | 2 | -13% | -10% | 9%
O=C(Cn1c(C(=O)NCCCN2CCOCC2)cc2sccc21)c1ccccc1
→ -6% | -21% | 0% | 7% | 14 | -35 | 8% | 7% | -7%

Ordered by SMILES length (smallest number first): part of the list above.
Below each compound – KB-V1 MDR tox | HEK293 tox | HT1080NT lethal | KB-3-1 tox | IL-1B inflam inh | D3 ag | SW480 rerep | HT1080 IDH1KD tx | MCF10A rerep
Cc1ccc(Cc2c(C(C)(C)C)nc3ccc(Br)cn23)cc1
→ 10% | -8% | -1% | 0% | 7 | -2 | . | -13% | .
CCOc1ccc2oc(C(=O)OCC(=O)NC(=O)NC)c(C)c2c1
→ ? | 4% | 9% | 12% | -12 | 14 | -2% | 1% | 15%
O=C(CN(C(=O)CCC(=O)Nc1nccs1)c1ccc(F)cc1)NCc1ccc(F)cc1
→ -21% | 19% | 11% | 12% | -6 | -14 | -2% | 20% | 1%
CCOC(=O)c1ccc(N2C(=O)c3n[nH]c(-c4cccs4)c3C2c2ccc(OCC)cc2)cc1 (stereo unspecified)
→ ? | -15% | . | ? | . | 0 | . | . | .

The order is random, and some 11% of all compounds hit somewhere here.
